CCR6 antag: CCR6 (human) receptor antagonism | P51684 | inhibition, % at 20 µM | CHO-K1 CCR6 PathHunter beta-arrestin, luminescence, CCL20-stimulated | 340,000 compounds, 0.49% hits;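 active = compounds whose inhibition of the agonist-driven luminescence signal at 20 µM reaches about 50%, limit read from the data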;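 note: cells stimulated with CCL20 at 14 nM final; plate controls were DMSO with CCL20 for no effect and DMSO without agonist for full effect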
Jurkat NFkB inh: inhibitors of the PMA/ionomycin-induced NF-kB reporter in Jurkat cells | 330,000 compounds, 0.53% hits | inhibition, % at 4 µM | PMA/ionomycin-induced NF-kB luciferase reporter, luminescence | AID 435003; in the data active = inhibition above about 50%
Gli-Sufu antag: antagonists of Gli-Sufu signaling. AID 588413. 340,000 compounds, 0.74% hits. inhibition, % at 5 µM. Sufu-KO-LIGHT fibroblasts, Gli luciferase reporter luminescence;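 active = inhibition above about 55%, limit read from the data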;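 note: 0% = DMSO-treated cells and 100% = wells with medium but no cells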
UBC13 inh: inhibitors of human UBC13 polyubiquitin chain formation | P61088 | 330,000 compounds, 0.47% hits | TR-FRET | inhibition, % at 20 µM | AID 485273; in the data active = inhibition above about 45%, passing the limit was not always enough; inconclusive = no clear call, values can overlap the other calls
Target sequence (P61088 whole entry, looked up): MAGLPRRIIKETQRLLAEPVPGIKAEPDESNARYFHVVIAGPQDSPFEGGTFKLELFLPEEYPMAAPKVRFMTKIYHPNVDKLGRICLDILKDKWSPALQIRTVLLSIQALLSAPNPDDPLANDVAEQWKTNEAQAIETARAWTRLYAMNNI
697 NFkB inh: lowers PMA/ionomycin-induced NF-kB signal in 697 B cells | 697 B-cell NF-kB luciferase reporter, 16 h | inhibition, % at 4 µM | 330,000 compounds, 0.33% hits | AID 435022; in the data active = inhibition above about 35%
EBI2 antag: antagonists of human EBI2 receptor; P32249; inhibition, % at 5 µM; EBI2 beta-arrestin recruitment, luminescence, 7a,25-OHC stimulated; 360,000 compounds, 0.81% hits; in the data active = inhibition above about 38%;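 note: enzyme fragment complementation signal reports receptor beta-arrestin coupling in cells; 0% = agonist plus DMSO wells and 100% = wells without agonist; some results beyond the cut were filed as inactive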
Target sequence (P32249 whole entry, looked up, the tested form may be a part): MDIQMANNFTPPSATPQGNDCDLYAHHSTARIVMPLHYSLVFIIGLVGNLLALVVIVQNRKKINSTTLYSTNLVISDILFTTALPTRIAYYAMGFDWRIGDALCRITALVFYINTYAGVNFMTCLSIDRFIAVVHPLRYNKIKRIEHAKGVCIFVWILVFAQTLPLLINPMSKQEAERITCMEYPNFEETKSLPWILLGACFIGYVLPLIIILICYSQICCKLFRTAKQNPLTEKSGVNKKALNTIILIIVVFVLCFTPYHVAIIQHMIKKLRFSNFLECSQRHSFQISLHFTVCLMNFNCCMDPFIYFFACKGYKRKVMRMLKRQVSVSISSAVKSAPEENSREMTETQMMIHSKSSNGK
APJ antag: APJ receptor antagonism | CHO-K1 APJ beta-arrestin complementation, luminescence | inhibition, % at 20 µM | P35414 | AID 2521 | 330,000 compounds, 0.32% hits;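 active = inhibition above about 40% at 20 µM, limit read from the data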;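 note: cells challenged with 10 nM apelin-13 agonist together with compound; plate controls were apelin-13 plus DMSO wells for no effect and DMSO wells lacking apelin-13 for full effect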
Target sequence (P35414 whole entry, looked up): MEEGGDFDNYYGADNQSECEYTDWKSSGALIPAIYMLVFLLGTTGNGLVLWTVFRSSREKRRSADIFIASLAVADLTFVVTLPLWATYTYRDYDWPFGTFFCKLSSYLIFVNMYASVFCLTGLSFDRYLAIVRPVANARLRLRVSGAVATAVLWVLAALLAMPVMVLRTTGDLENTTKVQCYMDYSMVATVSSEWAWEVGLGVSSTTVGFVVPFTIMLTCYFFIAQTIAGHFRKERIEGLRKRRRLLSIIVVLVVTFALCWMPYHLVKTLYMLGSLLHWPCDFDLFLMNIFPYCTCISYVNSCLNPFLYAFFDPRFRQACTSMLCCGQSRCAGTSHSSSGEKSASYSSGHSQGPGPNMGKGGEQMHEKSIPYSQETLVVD
CXCR6 inh: CXCR6 (human) receptor inhibition. 360,000 compounds, 0.36% hits. CHO-K1 PathHunter CXCR6 beta-arrestin, luminescence. O00574. inhibition, % at 20 µM; in the data active = inhibition above about 34%, passing the limit was not always enough;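 note: antagonist mode with CXCL16 agonist at 10 nM final; 0% = 10 nM CXCL16 with DMSO and 100% = unstimulated wells without agonist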
* = called active by the depositor; ? = inconclusive; . = not tested or not shown. Compounds were not picked by outcome. About 3% of those tested had a hit in this group.

Structure	CCR6 antag	Jurkat NFkB inh	Gli-Sufu antag	UBC13 inh	697 NFkB inh	EBI2 antag	APJ antag	CXCR6 inh
Cc1cc2ccccc2n1CCNC(=O)Cc1ccccc1	2.8	7.0	5.8	13.0	3.2	-2.8	5.8	6.8
COc1ccc(N2C(=O)CC2(C#N)c2ccc(OCc3ccccc3)cc2)cc1 (stereo not drawn)	0.0	0.0	-1.0	0.7	-6.6	-1.8	6.8	2.8
C/C(=N\NC(=O)c1ccc(Cn2cc(Br)cn2)o1)c1cccc(NC(=O)C(C)C)c1	2.3	-9.0	3.5	1.5	12.9	-4.4	-8.1	-3.2
CC(/C=N/NC(=O)CNc1n[nH]c(=O)[nH]c1=O)c1ccccc1 (stereo not drawn)	5.5	8.2	2.8	-4.3	8.1	-3.2	-3.4	-5.9
COc1ccc(NC(=O)CN(C)C(=O)c2c(-c3c(F)cccc3Cl)noc2C)cc1	6.5	-0.8	1.9	1.1	1.7	-18.3	-5.1	-1.2
COc1ccc2c(c1)c(C(=O)CN1CCN(Cc3ccccc3)CC1)c(C)n2C	1.4	20.3	2.3	10.0	12.7	-4.2	16.4	0.4
CC1(C)Cc2ccccc2-c2nnc(C(F)(F)F)n21	30.5	-3.4	-5.1	2.7	-13.7	1.4	-4.3	-12.3
O=C(O)CNc1nc(-c2ccccc2)c2cc([N+](=O)[O-])ccc2n1	19.4	13.3	-1.2	-14.2	-11.1	-5.8	0.3	-5.8
Cc1ccc(-n2c(SCC(=O)Nc3ccc4cn[nH]c4c3)nnc2-c2ccco2)cc1	14.0	-3.1	0.9	6.1	3.2	3.3	16.9	9.3
O=C(CNCc1ccc(Cl)cc1)Nc1cc(S(=O)(=O)N2CCCC2)ccc1Cl	8.1	.	-1.7	.	.	6.7	.	-8.2
COc1ccc(-n2c(C)n[nH]c2=O)cc1	2.8	9.6	-1.2	4.0	0.9	-8.7	-7.5	0.6
O=C(CN1CCCCCC1)Nc1ccc(Br)cc1Br	1.7	-45.7	-33.1	-6.7	-25.1	4.6	-2.8	-9.8
O=C(Cc1ccccc1)Nc1cccc(N2CCCC2)c1	-4.3	-5.5	-4.0	1.2	-12.8	-9.6	-7.9	-0.7
COc1ccc2nc(NC(=O)CSc3nnc(N)s3)sc2c1	2.2	-50.9	-58.6	-21.7	-26.1	0.5	7.4	-2.5
CCCc1cc(-c2n[nH]c(=S)n2C(C)c2ccccc2)cs1 (stereo not drawn)	0.5	-3.8	-7.3	-12.8	-5.0	21.1	3.9	2.0
Cc1cc(CNC(=O)c2ccc3oc(C(C)C)nc3c2)nn1C	11.6	3.7	-2.3	-3.4	-9.2	-7.1	22.8	6.5
COc1ccc(Br)cc1CN(C)C(=O)Cc1ccc(OC)c(S(=O)(=O)N2CCOCC2)c1	10.9	8.2	-36.6	4.2	3.9	-2.1	10.1	-4.0
C(=N\N1CCN(C(c2ccccc2)c2ccccc2)CC1)/c1ccc2c(c1)OCO2	-6.3	7.8	-0.2	-4.1	-9.1	-11.6	-9.2	-13.7
CCOC(=O)N1CCN(C(=O)c2cc(-c3ccc(OCC)cc3)nc3ccccc23)CC1	-11.4	35.6	-71.9	13.5	-174.2	0.8	9.9	1.9
Cc1[nH]c2ccccc2c1/C=C(\C#N)C(=O)NC(C)c1ccccc1 (stereo not drawn)	13.9	2.3	4.6	10.6	18.1	13.7	6.9	-5.0
CC(=O)NC1=NN(C(C)=O)C(c2ccccc2)S1 (stereo not drawn)	11.5	13.4	-0.9	3.3	-10.3	-0.9	5.8	2.1
CC(Oc1cccc(Cl)c1)C(=O)Nc1ccc(S(=O)(=O)Nc2ncccn2)cc1 (stereo not drawn)	2.2	5.2	0.8	3.0	17.3	-0.5	16.4	-1.1
CC(=O)C1=C(C)NC(=O)CC1c1ccc(Br)cc1 (stereo not drawn)	-9.4	3.8	7.9	6.4	0.1	-1.4	-0.6	-3.0
O=C(Nc1ccc(-c2cn3ccccc3n2)cc1)c1ccc(Cl)cc1	-7.7	-5.7	-19.2	-2.7	-40.1	-0.5	13.9	-7.0
O=C(NCCc1ccc(Cl)cc1)c1ccc(OCC2CCCO2)cc1 (stereo not drawn)	5.3	-35.9	4.1	5.5	-16.0	5.9	12.7	2.1
C/C=C(/C)C(=O)O[C@@H]1[C@H](OC(C)=O)c2c(ccc3ccc(=O)oc23)OC1(C)C	6.5	18.2	5.9	8.3	-2.5	2.8	-3.5	-1.8
CC(=O)c1c(C(C)=O)c(C)n(Cc2ccccc2)c1C	2.7	12.5	0.7	2.3	-1.3	-4.5	12.4	-2.5
O=c1c2c(-c3ccco3)csc2nc(SCc2cn3cccnc3n2)n1-c1ccccc1	17.1	7.7	5.6	-2.9	21.2	11.0	10.7	7.1
CCC(=O)N1CCc2cc(S(=O)(=O)CCC(=O)Nc3ccc(C(C)=O)cc3)ccc21	-14.0	9.4	58.7*	-10.3	-5.8	-1.9	-6.3	-12.3
CCOC(=O)C1CCN(c2cc(=O)n(Cc3ccc(F)cc3)c(=O)[nH]2)CC1	5.6	8.3	1.0	-10.2	8.5	-2.5	-2.4	2.3
[O-][n+]1c2c(c3c4non(O)c4ccc31)CCCC2	24.4	-0.8	3.4	-60.4	6.2	-1.8	18.5	13.6
COC(=O)c1cccc(NC(=O)c2cccc(OC)c2)c1	-3.8	-39.3	-53.2	-6.5	-86.7	2.5	1.6	1.6
O=C(/C=C/c1cccc([N+](=O)[O-])c1)N1CCN(c2ccccn2)CC1	-4.7	-4.3	2.8	-4.1	-6.0	38.5	-0.1	-4.5
O=C(COc1ccccc1)NC(=S)N1CCc2ccccc21	2.1	-18.7	-20.6	5.3	-10.2	1.1	6.2	7.2
CC(C)OCCCNCc1cccs1	-11.9	-5.7	9.1	-1.5	13.5	-1.0	10.7	2.7
Cc1ccc(CN2C(=O)C[C@@H](NC(=O)OCC3c4ccccc4-c4ccccc43)C/C=C\C2c2ccc(C)cc2)cc1 (stereo partly drawn)	16.7	.	3.4	.	-16.3	13.7	.	0.2
Cn1c(-c2ccc3nc(N)sc3c2)nc2cc(N)ccc21	8.8	-9.9	-25.1	4.9	8.0	7.0	-23.1	-4.1
O=[N+]([O-])c1ccc(-c2cnc(NO)nc2)cc1	-1.4	-7.6	-16.0	-6.5	-8.1	-0.4	-44.6	-9.2
CCN(CC)S(=O)(=O)c1ccc(-n2cnc3cc(C)c(C)cc32)nc1	12.3	-6.8	9.6	4.0	6.7	15.9	10.8	-7.5
COc1ccc2oc(C(=O)CCC(=O)O)c(N)c2c1	11.4	-1.2	-24.9	-2.3	-2.7	-2.3	6.1	-0.5
O=[N+]([O-])c1ccc(O)c(P(=O)(c2ccccc2)c2ccccc2)c1	24.7	-21.8	-2.3	-1.5	6.5	5.3	12.0	5.2
Cc1ccc(CN2CCNC(=O)C2CC(=O)O)o1 (stereo not drawn)	2.7	-0.8	-7.7	-5.3	0.7	-4.9	-56.8	-1.7
Cc1ccc(S(=O)(=O)N2CCN(S(=O)(=O)c3ccc4c(c3)OCCO4)CC2)cc1	-7.2	19.0	-2.7	4.5	18.6	-2.8	2.0	-5.0
CC(C)N1CCC(=NNC(=O)c2ccc(Br)o2)CC1	-9.2	-13.3	-2.9	-8.2	5.4	-3.0	3.5	-2.4
CCCc1ccc(C(=O)CCC(=O)NNC(=O)c2ccncc2)cc1	-5.3	10.3	-7.0	-1.9	13.8	-1.8	8.6	-3.0
CC1CC(C)CN(CCCNC(=O)C2CCCN(S(=O)(=O)N3CC(C)CC(C)C3)C2)C1 (stereo not drawn)	2.8	21.0	17.9	10.6	-5.2	-8.2	10.8	-4.5
Cc1ccc(-c2cccc(CN3CCN(C(C)C)C(CCO)C3)c2)o1 (stereo not drawn)	1.6	5.6	-17.1	2.4	-9.8	4.9	2.1	-2.2
N#Cc1c(C(F)(F)F)cc(-c2cccs2)nc1SCc1cccnc1	14.0	31.1	22.1	?	-71.2	13.4	-3.4	6.3
COc1ccc(CNC(=O)CN(c2ccc(C)cc2)S(=O)(=O)c2c(C)nn(C)c2C)cc1	11.9	14.8	5.0	-0.8	3.5	2.7	18.7	6.8
O=C(COC(=O)COc1ccccc1)Nc1ncc([N+](=O)[O-])s1	12.2	-5.9	1.8	-17.9	15.2	8.1	-3.6	1.6
O=[N+]([O-])c1ccccc1Sc1nccn1Cc1ccccc1	8.5	10.1	2.2	1.4	-7.7	-0.2	-20.5	-2.9
Cc1noc(C)c1C(=O)NCc1ccccc1F	7.0	-2.3	-1.2	-9.5	7.6	3.8	7.4	-12.1
C[C@@]12C(=O)N(c3cccc(F)c3)C(=O)N1[C@@H]1c3ccccc3OC[C@@H]1[C@H]2c1ccccc1	12.9	9.5	-1.7	10.7	1.6	19.8	1.2	-10.2
CCn1ccnc1CC1COc2ccccc2O1 (stereo not drawn)	10.3	-2.8	-2.3	4.8	6.1	-1.9	10.5	-2.7
Cc1n[nH]c(C)c1S(=O)(=O)N1CCN(S(=O)(=O)c2cccc(F)c2)CC1	16.2	6.5	1.9	-5.1	-10.1	0.2	1.1	-1.6
Cc1ccccc1C(=O)Nc1cccc(C(=O)N/N=C/c2cc(Cl)cc([N+](=O)[O-])c2O)c1	71.4*	8.4	29.4	-80.8	-2.0	7.5	26.6	33.8

Remaining list, next part
Structure	CCR6 antag	Jurkat NFkB inh	Gli-Sufu antag	UBC13 inh	697 NFkB inh	EBI2 antag	APJ antag	CXCR6 inh
COc1ccc(NC(=O)Cc2ccsc2)cc1S(=O)(=O)N1CCOCC1	5.0	4.4	1.4	9.6	6.4	-0.5	39.7	-4.9
CC1(C)CCC[C@]2(C)[C@H]3Cc4cc(O)ccc4O[C@]3(C)CC[C@@H]12	17.1	-3.4	24.1	-8.1	2.9	14.9	2.7	0.1
COc1ccccc1NC(=O)CSC1=NC(=O)C(Cc2ccccc2)C(=O)N1 (stereo not drawn)	7.4	-9.9	8.2	6.4	12.1	0.6	6.0	1.4
Cc1ccccc1/C=N/n1c(C2CCCCC2)n[nH]c1=S	25.1	-1.5	3.9	0.6	4.7	3.0	4.7	10.8
CCOC(=O)c1c(C)nc2ccccc2c1C	7.2	-10.0	-2.0	1.5	-22.1	-7.2	-11.9	-2.0
Cc1ccc(S(=O)(=O)Oc2ccccc2/C=N/O)cc1	-2.8	-3.2	-3.8	-2.9	-29.2	-5.1	-2.9	-0.8
O=C(Nc1ccc(Cl)cc1)c1cncs1	9.9	-11.1	0.0	5.7	-14.2	1.9	0.2	-0.9
COc1ccccc1N=Nc1ccc(N)c(C)c1	26.0	-17.7	-29.3	-79.4	-65.8	9.1	3.0	14.6
O=C(NCC1CCCO1)/C(=C\c1ccccc1F)NC(=O)c1ccccc1 (stereo not drawn)	3.1	-6.7	-11.6	1.0	-0.6	4.8	14.8	3.8
O=C(COc1ccc(Cl)cc1)N1CCN(C(=O)c2ccccc2F)CC1	7.5	8.3	-2.5	-0.9	15.3	81.6*	-5.9	6.1
O=C(OCCCCOC(=O)c1ccccc1)c1ccccc1	13.3	11.3	3.1	-4.6	7.7	5.0	-1.2	0.7
COc1cc(/C=N/NC(=O)c2cccc(NC(=O)c3ccccc3)c2)ccc1O	5.8	11.2	-21.2	-4.4	13.2	-4.3	-3.3	-6.8

Source: PubChem (Sanford-Burnham Center for Chemical Genomics)
